Source: PubChem (several laboratories)
MOR-DOR ag: agonists of human mu-delta opioid receptor heterodimerization; P35372+P41143; cells, OPRM1-OPRD1 heterodimerization, luminescence; activation, % at 9.3 µM; actives 0.3% (n = 340,000); in the data active = activation above about 18%;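 also: 0% = vehicle-treated cells and 100% = reference agonist; values of inactives mirror those of a sister screen read the other way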
DAGLB inhibitor: diacylglycerol lipase beta (human) inhibition | Q8NCG7 | inhibition, % at 5.17 µM | actives 0.059% (n = 340,000) | HEK293T DAGLB membrane lysate, EnzChek fluorogenic substrate; in the data active = inhibition above about 34%;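 also: 0% = enzyme with vehicle and 100% = wells lacking enzyme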
V-ATPase pHluor: regulators of yeast V-ATPase proton transport | response, % at 10 µM | S. cerevisiae, pHLuorin cytosolic pH fluorescence | actives 0.37% (n = 350,000); in the data active = response mostly above about 7.3%, no sharp cut-off; inactive = mostly below about 5.4%; also: actives read high; inactives centre near 0; some compounds called inactive have numbers as strong as hits; reference of the scale not given here
DSG3 Ab inh: blocks pemphigus antibody binding to human desmoglein-3; DSG3-coupled beads, scFv-anti-DSG3-GFP binding, flow cytometry; hits give low values; binding (percent of control), % at 10 µM; actives 0.48% (n = 310,000); AID 588358;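 active = binding more than 3 SD below its plate's average and above zero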;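 also: hits lower antibody fragment binding to DSG3; some compounds called inactive have numbers as strong as hits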
Target sequence (P32926 whole entry, looked up, the tested form may be a part): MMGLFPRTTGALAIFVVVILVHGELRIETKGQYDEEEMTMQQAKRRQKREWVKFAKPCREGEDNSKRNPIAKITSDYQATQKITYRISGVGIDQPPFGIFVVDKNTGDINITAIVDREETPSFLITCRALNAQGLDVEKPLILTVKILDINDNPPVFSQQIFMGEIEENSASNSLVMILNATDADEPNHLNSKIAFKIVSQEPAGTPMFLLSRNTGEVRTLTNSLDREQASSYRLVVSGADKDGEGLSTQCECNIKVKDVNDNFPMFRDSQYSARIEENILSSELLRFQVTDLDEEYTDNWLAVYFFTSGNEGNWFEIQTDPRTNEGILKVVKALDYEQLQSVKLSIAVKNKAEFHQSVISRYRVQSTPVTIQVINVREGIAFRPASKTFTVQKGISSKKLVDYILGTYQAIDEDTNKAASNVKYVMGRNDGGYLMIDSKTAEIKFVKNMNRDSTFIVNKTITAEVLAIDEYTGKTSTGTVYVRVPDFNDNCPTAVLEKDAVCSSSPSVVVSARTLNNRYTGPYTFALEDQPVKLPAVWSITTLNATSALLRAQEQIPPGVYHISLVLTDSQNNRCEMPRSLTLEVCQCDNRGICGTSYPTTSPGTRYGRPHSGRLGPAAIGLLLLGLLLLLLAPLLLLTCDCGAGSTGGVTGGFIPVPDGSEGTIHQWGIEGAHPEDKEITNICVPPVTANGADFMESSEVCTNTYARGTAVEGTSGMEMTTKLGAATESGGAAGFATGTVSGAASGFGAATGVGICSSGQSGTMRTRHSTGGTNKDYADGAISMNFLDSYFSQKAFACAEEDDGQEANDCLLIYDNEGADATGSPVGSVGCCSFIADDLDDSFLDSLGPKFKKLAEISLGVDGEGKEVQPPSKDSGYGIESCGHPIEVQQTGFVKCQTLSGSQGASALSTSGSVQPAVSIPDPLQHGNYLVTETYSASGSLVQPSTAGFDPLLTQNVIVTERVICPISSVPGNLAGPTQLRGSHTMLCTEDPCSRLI
OPRM1-OPRD1 inv: inverse agonists of human mu-delta opioid receptor heterodimerization; P35372+P41143; inhibition, % at 9.3 µM; cell-based MOR-DOR heterodimer luminescence, inverse agonism; AID 504357; actives 0.21% (n = 340,000); in the data active = inhibition above about 22%, passing the limit was not always enough;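 also: 0% = cells with DMSO and 100% = wells without cells with DMSO; values of inactives mirror those of a sister screen read the other way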
HTR5A inv ctr: counter-screen for OPRM1-OPRD1 inverse agonists: human HTR5A inverse agonism; AID 504634; inhibition, % at 9.3 µM; actives 0.083% (n = 340,000); P47898; HTR5A cell line, luminescence; in the data active = inhibition mostly above about 23%, no sharp cut-off; inactive = mostly below about 18%;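 also: 0% = cells with DMSO and 100% = no-cell wells with DMSO; some compounds called inactive have numbers as strong as hits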
HTR5A ag: activates human HTR5A in OPRM1-OPRD1 agonist counter-screen | P47898 | activation, % at 9.3 µM | HTR5A agonist assay, luminescence, cell-based | AID 504692 | actives 0.61% (n = 340,000); in the data active = activation mostly above about 9.5%, no sharp cut-off; inactive = mostly below about 7.6%;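 also: 0% = cells with vehicle only and 100% = reference agonist; strong numbers were not always called active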
Arr AP2 block: inhibitors of human beta-arrestin and AP2 interaction; FITC-arrestin peptide / GST-AP2 beads, flow cytometry; AP2 beta2 appendage carries R879A mutation; inhibition, % at 10 µM; actives 0.31% (n = 340,000);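 active = inhibition above a set limit, near 3 SD of compounds lacking own fluorescence, cut at about 54% in these data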;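 also: plate controls were DMSO wells for no effect and 5 µM unlabelled arrestin peptide for full effect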
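Material – GST-tagged AP2 beta2-adaptin appendage (R879A) on 4 µm glutathione beads · Probe or stimulus – fluorescein-tagged arrestin peptide at 50 nM final · Timing – 12 min plus 1 h, RT · Detection – bead flow cytometry, FITC channel · Read-out basis – inhibition as reduced fluorescein signal on beads, percent · Medium – PBS plus Tween 20 (0.05%) and BSA (0.1%)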
PKA-R2B act: activates the human PKA-R2B holoenzyme complex; P22694+P31323; PKA-R2B holoenzyme dissociation, Cy5-IP20 fluorescence polarization; R2B truncated from residue 108, S112A mutant; 0% DMSO only, 100% 113 µM cGMP; activation, % at 11.4 µM; actives 0.079% (n = 340,000); AID 504700;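 active = activation above a cutoff set at the mean over all compounds plus 3 SD, cut at about 18% in these data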;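 also: higher means more holoenzyme dissociation and a rise in polarization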
PKA-R1A activ: PKA-R1A complex activation; P00514+P68181; PKA-R1A dissociation, Cy5-IP20 fluorescence polarization; scaled: DMSO 0%, 113 µM cGMP 100%; activation, % at 11.4 µM; actives 0.083% (n = 340,000);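 active = percent activation above the mean of all tested compounds plus 3 SD, cut at about 19% in these data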;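 also: higher means more PKAc released from R1A so a rise in polarization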
Active calls of the source: *; i = inactive; x = no result given.

item	structure	MOR-DOR ag	DAGLB inhibitor	V-ATPase pHluor	DSG3 Ab inh	OPRM1-OPRD1 inv	HTR5A inv ctr	HTR5A ag	Arr AP2 block	PKA-R2B act	PKA-R1A activ
1	NNC(=O)CN1C(=O)Nc2ccc(Br)cc2C1c1ccccc1 (stereo not drawn)	-1.0	8	-1	124	6	11	6	-2	-4	-2
2	CCCN(CC(=O)Nc1ccccc1C)C(=O)C1CC(=O)N(c2ccccc2C(C)CC)C1 (stereo not drawn)	-1.6	0	1	95	7	-11	4	26	7	10
3	O=C(NNC(=O)C1C2C=CC(C2)C1C(=O)O)c1ccccc1O (stereo not drawn)	-4.0	-2	9	101	21	-5	-1	9	-15	-3
4	Cc1cc(NC(=O)CSc2nnc(Cc3ccccc3)o2)no1	-1.6	-1	1	138	9	-7	3	-3	-1	12
5	Cc1ccccc1C(=O)Nc1ccc(Br)c(C)n1	1.8	-21	-6	105	-8	3	-1	9	4	1
6	COc1ccc(N2C(=O)C(Cl)=C(Oc3cccc(OC)c3)C2=O)cc1	1.0	3	6	95	-5	0	0	4	-6	-13
7	CCN(CC)S(=O)(=O)c1ccc(N2CCOCC2)c(NC(=O)CC2OC(=O)c3ccccc32)c1 (stereo not drawn)	0.1	3	0	109	-1	-9	3	-6	1	-3
8	CC(=O)Oc1ccc(/C(C)=N/N2CCN(Cc3ccc(C)cc3)CC2)cc1	-1.5	-3	7	104	7	-36	9.8*	5	-6	4
9	O=[N+]([O-])c1ccccc1/C=C/CN1CCSCC1	-3.1	-1	-2	119	15	7	-2	0	-15	-6
10	CC1CCN(S(=O)(=O)N2CCC(C(=O)NC(C)c3ccccc3)CC2)CC1 (stereo not drawn)	x	2	x	100	x	x	x	x	5	3
11	O=c1oc(-c2cccc(Cl)c2)nc2c1cnn2-c1ccccc1	-0.5	0	2	83	3	-5	-1	34	-5	5
12	COc1ccc(C2NC(=O)c3ccccc3O2)c(OC)c1OC (stereo not drawn)	-2.0	0	-1	x	10	18	3	-3	-4	-17
13	O=S(=O)(CCNCc1cccs1)c1ccc(Cl)cc1	-0.8	1	-3	107	4	-7	-1	-8	14	-3
14	CCN(CC(=O)NCc1cccs1)C(=O)c1cccc(S(=O)(=O)Nc2cccc(C)c2)c1	-3.4	1	-5	98	13	-1	3	28	-8	-5
15	CCOC(=O)C1(S(=O)(=O)c2ccccc2)CCN(Cc2ccc(Cl)cc2)CC1	4.3	-3	-2	96	-21	-25	4	-5	6	-4
16	NNc1cc2c(nn1)CCN(C(=O)c1ccccc1)C2	x	0	-1	102	x	x	x	x	-8	-4
17	CCc1ccc(C(C)NC(=O)C2CCCO2)cc1 (stereo not drawn)	-2.0	-1	0	117	10	-5	2	2	-3	-11
18	O=C(Nc1ccc(Br)cc1)C(c1ccccc1)c1ccccc1	14	-13	0	104	-69	-10	3	5	5	-8
19	N#CC1(NC(=O)CSc2nnc(C3CC3)n2C2CC2)CCCCC1	0.2	0	-1	108	-1	11	6	-2	2	3
20	CC(C)C(NC(=O)c1ccc(F)cc1)C(=O)Nc1cccnc1 (stereo not drawn)	-1.9	0	4	101	11	-3	1	-5	-7	7
21	COc1cc(S(=O)(=O)NCc2ccncc2)c(OC)cc1Cl	-0.8	0	0	103	4	-4	1	16	9	4
22	CCOc1ccc(Cc2nc(C)c(CC(=O)N3CCOCC3)c(=O)[nH]2)cc1	2.2	-3	0	102	-12	-10	3	-4	4	6
23	O=[N+]([O-])c1ccc(O)c(NC(=S)Nc2ccccc2)c1	0.5	1	5	x	-3	-1	-4	-6	9	-7
24	O=C(c1cc(-c2ccncc2)nc2c(Cl)cccc12)N1CCN(c2ccccc2F)CC1	0.0	-1	0	x	0	-16	4	-1	0	-3
25	O=C(NC1CCN(C(=O)NCc2ccccc2)CC1)c1cccc(F)c1	0.5	-3	3	103	-3	-7	2	-4	-6	-3

(listing goes on)
item	structure	MOR-DOR ag	DAGLB inhibitor	V-ATPase pHluor	DSG3 Ab inh	OPRM1-OPRD1 inv	HTR5A inv ctr	HTR5A ag	Arr AP2 block	PKA-R2B act	PKA-R1A activ
26	CC(=O)[C@@H]1[C@@H](C(=O)c2ccc(C)cc2)[C@]2(C(=O)Nc3ccccc32)[C@H]2C=Cc3cc(F)ccc3N12	-4.5	4	0	102	20	23	-5	16	-11	-28
27	Cc1ccccc1NC(=O)c1sc(NC(=O)C2CC2)nc1C	-2.9	2	-1	99	14	-21	0	-1	0	-2
28	CCC(C)N(C(=O)COC(=O)/C=C/c1ccc(O)c(OC)c1)C1CCS(=O)(=O)C1 (stereo not drawn)	-0.1	0	-1	93	1	3	3	4	5	-4
29	CCCCN1CC(=O)N2[C@H]3c4ccc(OC)cc4OC[C@@H]3[C@H](c3ccccc3)[C@]2(C)C1=O	-1.7	-5	-1	105	11	-7	-2	2	-13	-7
30	CN(C(=O)c1cccc(NC(=O)Cc2cccc(NC(=O)C3CCN(C(=O)CCc4ccccc4)CC3)c2)c1)C1CC1	-2.1	-4	-2	105	10	8	-2	-7	-3	1
31	CCc1cccc(OCCCCNCCOC)c1	-1.5	-1	-2	98	9	13	2	0	-3	2
32	Cc1cc2ccccc2nc1SCC(=O)Nc1nc(-c2ccccc2)cs1	-2.5	-12	-2	98	11	-10	-1	3	-2	3
33	Cc1n[nH]c(=S)n1/N=C/c1cccc(OCc2ccccc2)c1	1.8	-4	2	99	-10	-9	3	-7	-4	-12
34	NC(=S)NNC(=O)c1ccccc1Cl	-3.9	1	-3	114	19	-8	1	6	11	-14
35	C[C@@H]1NC(=O)N(c2ccc(F)cc2)C1=O	-2.3	3	-2	104	11	-5	1	-13	-3	2
36	CC(C)Cc1c(O)nc(SCC(=O)Nc2ccc3c(c2)CCC3)[nH]c1=O	2.1	0	1	98	-13	-11	5	0	-3	-10
37	CCC(C)c1ccc(NC(=O)Nc2cnccn2)cc1 (stereo not drawn)	0.4	0	2	112	-2	-8	3	-9	1	3
38	Cc1ccc(C)c(-n2cc(CNCCCn3cccn3)c(-c3ccccc3)n2)c1	243*	-3	0	98	i	5	-8	-27	-5	-6
39	COc1ccc(CCNC(=O)c2cc3c(=O)n4cccc(C)c4nc3n(Cc3ccco3)c2=N)cc1OC	-2.1	1	4	96	11	3	-1	23	-13	-12
40	Cc1ccc2cc3cc(C(=O)NC4CC4)oc3nc2c1	-0.2	1	0	102	1	-16	-4	-2	-6	3
41	COCCn1c(C)cc(C(=O)COC(=O)c2cccnc2SC)c1C	-5.5	-2	0	94	24	1	0	5	-8	-3
42	CCOC(=O)c1nn(-c2ccc(F)cc2)c(=O)cc1OCC(=O)N1CCN(c2ccccc2)CC1	1.3	0	4	102	-8	-3	-5	-2	5	-13
43	C#CCOc1nc(C)cc(C)c1S(=O)(=O)c1ccccc1C	-0.6	-2	-1	101	5	2	-3	-4	-2	-1
44	CC(O)CNCc1ccccc1C(F)(F)F (stereo not drawn)	-1.3	-1	2	114	6	8	-2	0	-11	-3
45	O=C(CC1SCCNC1=O)Nc1ccc(F)c(Cl)c1 (stereo not drawn)	-2.9	-1	1	113	14	-6	6	-6	1	-8
46	O=C(CC12CC3CC(CC(C3)C1)C2)Nc1ccc(C(=O)O)cc1	-1.9	2	1	101	11	0	0	22	3	0
47	O=C(O)c1cc2ccccc2n1-c1ccccc1	-0.8	1	-8	99	5	14	0	12	-9	-10
48	CCCCNC(=O)C(=O)N/N=C/c1cccc(Br)c1	0.4	-1	0	122	-2	-26	4	0	-3	0
49	COc1cc(C(=S)N2CCOCC2)cc(OC)c1OC	-1.8	-1	-3	x	9	2	-1	-6	1	-7
50	O=C(Oc1c(CN2CCOCC2)cc(Cl)c2cccnc12)c1ccccc1	1.7	-3	0	103	-10	0	0	-8	-11	-11

Ordered by molar mass (lowest first): 11 of the compounds above
item	structure	MOR-DOR ag	DAGLB inhibitor	V-ATPase pHluor	DSG3 Ab inh	OPRM1-OPRD1 inv	HTR5A inv ctr	HTR5A ag	Arr AP2 block	PKA-R2B act	PKA-R1A activ
44	CC(O)CNCc1ccccc1C(F)(F)F (stereo not drawn)	-1.3	-1	2	114	6	8	-2	0	-11	-3
17	CCc1ccc(C(C)NC(=O)C2CCCO2)cc1 (stereo not drawn)	-2.0	-1	0	117	10	-5	2	2	-3	-11
40	Cc1ccc2cc3cc(C(=O)NC4CC4)oc3nc2c1	-0.2	1	0	102	1	-16	-4	-2	-6	3
49	COc1cc(C(=S)N2CCOCC2)cc(OC)c1OC	-1.8	-1	-3	x	9	2	-1	-6	1	-7
11	O=c1oc(-c2cccc(Cl)c2)nc2c1cnn2-c1ccccc1	-0.5	0	2	83	3	-5	-1	34	-5	5
25	O=C(NC1CCN(C(=O)NCc2ccccc2)CC1)c1cccc(F)c1	0.5	-3	3	103	-3	-7	2	-4	-6	-3
18	O=C(Nc1ccc(Br)cc1)C(c1ccccc1)c1ccccc1	14	-13	0	104	-69	-10	3	5	5	-8
38	Cc1ccc(C)c(-n2cc(CNCCCn3cccn3)c(-c3ccccc3)n2)c1	243*	-3	0	98	i	5	-8	-27	-5	-6
26	CC(=O)[C@@H]1[C@@H](C(=O)c2ccc(C)cc2)[C@]2(C(=O)Nc3ccccc32)[C@H]2C=Cc3cc(F)ccc3N12	-4.5	4	0	102	20	23	-5	16	-11	-28
14	CCN(CC(=O)NCc1cccs1)C(=O)c1cccc(S(=O)(=O)Nc2cccc(C)c2)c1	-3.4	1	-5	98	13	-1	3	28	-8	-5
30	CN(C(=O)c1cccc(NC(=O)Cc2cccc(NC(=O)C3CCN(C(=O)CCc4ccccc4)CC3)c2)c1)C1CC1	-2.1	-4	-2	105	10	8	-2	-7	-3	1

Next records.
item	structure	MOR-DOR ag	DAGLB inhibitor	V-ATPase pHluor	DSG3 Ab inh	OPRM1-OPRD1 inv	HTR5A inv ctr	HTR5A ag	Arr AP2 block	PKA-R2B act	PKA-R1A activ
51	Nc1nnc(COc2cccc(C(F)(F)F)c2)s1	1.5	-1	-1	108	-9	-23	8	4	4	-5
52	OCC(Cc1ccc2c(c1)OCO2)C(CO)Cc1ccc2c(c1)OCO2 (stereo not drawn)	-0.8	-1	0	101	4	6	3	12	0	5
53	O=C1c2ccccc2C(=O)N1C1CCCCC1	1.0	-1	1	120	-5	8	-2	-1	-1	3
54	O=C(Nc1ccc(CN2CCOCC2)cc1)c1ccc(N2CCCC2)c([N+](=O)[O-])c1	-2.5	1	0	77	12	8	-3	-2	4	3
55	CSc1ccc(CN(C)CC(=O)NCCc2ccccc2)cc1	-0.5	-2	0	108	3	-18	4	-1	-2	13
56	COc1ccc(C(=O)C2CCCN(C(=O)c3ccc4nccnc4c3)C2)c(C)c1 (stereo not drawn)	-2.8	1	3	107	15	-2	1	3	3	-11
57	COCCn1c(C)cc(C(=O)CSc2nnc(C)s2)c1C	-2.1	-2	1	112	10	-25	3	2	-11	-1
